V1aR counter: activates human V1a receptor in oxytocin agonist counter-screen | P37288 | CHO-V1R cells, Fluo-8 calcium fluorescence, agonist mode; 0% DMSO, 100% 3 nM vasopressin | activation, % at 3 µM | 320,000 tested, 0.25% active | AID 2797;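 active = activation above the mean activation of all tested compounds plus 3 SD, per screening run, cut at about 20% in these data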;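 note: signal is peak over basal fluorescence ratio across a 100 second FLIPR read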
OXTR ag: human OXTR agonism. activation, % at 3 µM. 320,000 tested, 0.32% active. AID 2435. CHO-OTR cells, Fluo-8 calcium fluorescence; normalized: DMSO 0%, oxytocin 100%. P30559;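 active = activation above the mean of all tested compounds plus 3 SD, cutoff set per screening run, cut at about 20% in these data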;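 note: peak over basal fluorescence ratio from a 100 s FLIPR kinetic read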
HCV NS3 hel inh: HCV NS3 helicase inhibition; 290,000 tested, 0.56% active; NS3 helicase DNA unwinding, Cy5 molecular beacon fluorescence; inhibition, % at 10.9 µM;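 active = inhibition above the mean of all tested compounds plus 3 SD, set per campaign, cut at about 35% in these data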;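 note: 0% = DMSO wells and 100% = thioflavine S control wells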
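Compound dosing – single dose, 10.9 µM nominal final, DMSO 0.8% final · System – NS3 helicase fragment of HCV · Buffer or medium – MOPS pH 6.5, MgCl2, DTT, Tween20, BSA · Signal – Cy5 beacon fluorescence read at start and 1 h · Also added – annealed dual-labelled DNA beacon duplex, ATP-started · Schedule – 1 h at 25 °C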
IMP-1 inh: inhibitors of Pseudomonas aeruginosa IMP-1 metallo-beta-lactamase; purified IMP-1, nitrocefin hydrolysis, epi-absorbance fluorescence; inhibition, % at 5.6 µM; 290,000 tested, 0.45% active;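 active = inhibition above the mean plus 3 SD of all compounds in the same screening run, cut at about 4.5% in these data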;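 note: 0% = IMP-1 with DMSO and 100% = DMSO wells lacking enzyme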
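System – purified recombinant IMP-1 beta-lactamase · Input – IMP-1 dispensed at 0.2 nM · Timing – 15 min preincubation plus 25 min reaction at 25 °C · Signal – Epi-absorbance fluorescence, 480 nm excitation, 530 nm emission · Measure – percent IMP-1 inhibition derived from blank-referenced optical density · Controls – Enzyme-plus-DMSO low control, enzyme-free DMSO high control · Replication – singlicate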
GalR3 antag: blocks the human galanin receptor 3; O60755; HEK293 GalR3-CNG cAMP membrane potential fluorescence; galR3 body fused to GalR1 C-terminus; inhibition, % at 3 µM; 360,000 tested, 0.44% active;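 active = inhibition above the screen-wide average plus 3 SD, cut at about 13% in these data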;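 note: forskolin and galanin both at EC90 stimulate the cells; cAMP rise reported by CNG channel membrane potential dye signal; 0% = forskolin plus galanin with DMSO and 100% = forskolin alone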
Target sequence (O60755 1-299 limits assumed): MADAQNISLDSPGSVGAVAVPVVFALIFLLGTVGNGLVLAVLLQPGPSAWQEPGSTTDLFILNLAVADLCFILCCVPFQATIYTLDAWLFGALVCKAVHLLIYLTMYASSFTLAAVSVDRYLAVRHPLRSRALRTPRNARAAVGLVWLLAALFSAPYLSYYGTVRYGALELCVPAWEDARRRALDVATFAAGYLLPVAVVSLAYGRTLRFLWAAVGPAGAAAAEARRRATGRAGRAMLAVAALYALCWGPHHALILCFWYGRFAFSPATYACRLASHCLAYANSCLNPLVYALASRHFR
FID counter: displaces DNA intercalator in HCV helicase counter-screen; DNA fluorescent intercalator displacement, fluorescence; inhibition, % at 7.9 µM; 290,000 tested, 0.17% active; in the data active = inhibition above about 37%;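 note: 0% = vehicle and 100% = reference compound; higher means more ethidium bromide displaced from hairpin DNA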
PHOSPHO1 block: blocks human PHOSPHO1 phosphatase activity | inhibition, % at 13.3 µM | 290,000 tested, 1.1% active | recombinant PHOSPHO1, absorbance phosphatase assay | Q8TCT1; in the data active = inhibition above about 60%
Target sequence (Q8TCT1 whole entry, looked up): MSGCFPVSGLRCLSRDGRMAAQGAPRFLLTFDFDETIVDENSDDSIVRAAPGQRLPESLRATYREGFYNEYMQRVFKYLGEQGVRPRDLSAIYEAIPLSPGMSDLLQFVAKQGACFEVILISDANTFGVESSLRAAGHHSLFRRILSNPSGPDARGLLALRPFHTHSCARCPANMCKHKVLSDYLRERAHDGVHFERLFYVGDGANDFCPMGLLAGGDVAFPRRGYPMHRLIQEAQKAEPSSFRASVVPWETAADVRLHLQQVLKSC
GPR7 antag: antagonists of human GPR7 (neuropeptides B/W receptor 1). GPR7-expressing cells, fluorescence antagonist assay. AID 1861. inhibition, % at 4.4 µM. 290,000 tested, 1.1% active. P48145; in the data active = inhibition above about 16%, passing the limit was not always enough;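 note: cells stimulated with the agonist NPW; 0% = agonist with vehicle and 100% = vehicle without agonist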
Target sequence (P48145 whole entry, looked up): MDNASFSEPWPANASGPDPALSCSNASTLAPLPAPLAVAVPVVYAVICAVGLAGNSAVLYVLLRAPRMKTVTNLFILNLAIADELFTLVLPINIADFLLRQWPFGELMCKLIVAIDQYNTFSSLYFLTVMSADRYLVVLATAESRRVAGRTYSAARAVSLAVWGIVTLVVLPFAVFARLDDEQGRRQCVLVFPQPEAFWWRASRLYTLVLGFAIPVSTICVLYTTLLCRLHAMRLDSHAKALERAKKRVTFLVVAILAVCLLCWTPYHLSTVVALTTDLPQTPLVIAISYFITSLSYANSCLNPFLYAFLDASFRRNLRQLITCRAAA
VIM-2 inh: inhibitors of Pseudomonas aeruginosa VIM-2 metallo-beta-lactamase; purified VIM-2, nitrocefin hydrolysis, epi-absorbance fluorescence; inhibition, % at 5.6 µM; AID 1527; 290,000 tested, 0.89% active;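 active = inhibition above the mean of all tested compounds plus 3 SD, cutoff set per screening run, cut at about 7.5% in these data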;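 note: red hydrolysis product quenches plate fluorescence so inhibitors raise well fluorescence; 0% = enzyme with DMSO and 100% = DMSO without enzyme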
* = called active by the depositor; . = no result given.

Fields: FID counter, IMP-1 inh, GalR3 antag, GPR7 antag, V1aR counter, OXTR ag, VIM-2 inh, PHOSPHO1 block, HCV NS3 hel inh
> Cc1cc(/C=N/n2cnnc2)c(C)n1-c1ccc(OCc2ccc(Cl)cc2)cc1
  -13, -3.7, 41*, 11, 13, 10, -3.0, 14, -6
> CCOC(=O)N1CCN(C(=O)C(C)N(c2ccc(Oc3ccccc3)cc2)S(C)(=O)=O)CC1 (stereo unspecified)
  -10, -2.7, -3, -9, 6.1, 3.5, -1.9, 6, 4
> CCc1cc2c(=O)[nH]c(Cc3ccccc3)nc2s1
  -7, 0.2, -2, -17, -0.8, -1.7, -1.7, 14, 4
> COc1nc(OC)nc(N2CCC(NC(=O)C(Cc3ccc(C(C)C)cc3)NC(C)=O)CC2)n1 (stereo unspecified)
  -12, -3.0, -3, -11, 1.7, -1.1, -2.0, 0, 6
> O=C(NCc1ccco1)c1nn2c(C(F)(F)F)cc(-c3cccs3)nc2c1Br
  0, -2.1, -1, -7, -0.1, -1.9, 7.0, 26, 16
> COc1cccc(N2C(=O)c3cccnc3C2O)c1 (stereo unspecified)
  -1, -2.3, -4, -2, ., ., -2.1, 2, 8
> CCOc1ncccc1C(=O)OCC(=O)c1cc(OC)c(OC)c(OC)c1
  -28, -3.0, -5, -15, -1.0, -0.5, -0.9, 39, -11
> CCC(=O)OCCCCCCOc1ccc(C(=O)O)cc1
  -16, 0.2, 3, -6, -0.2, 1.4, -1.0, 11, 19
> COc1ccc(NC2=CC(=O)CC(c3ccccc3)C2)cc1 (stereo unspecified)
  -5, -4.0, -7, 4, 1.8, 0.5, -2.5, 24, 13
> COc1ccc(-c2cc(C(F)(F)F)n3nc(C(=O)N4CCCCC4)cc3n2)cc1
  -5, 0.5, 1, -6, 0.2, -1.8, -2.0, -144, -4
> O=C(CN1C(=O)c2cccc3cccc(c23)C1=O)N1CCCCCC1
  -14, -1.6, -8, -2, -0.4, -0.2, 1.7, -4, 1
> Oc1ccc(-c2ccccc2)cc1CN1CCCCCC1
  9, -0.1, -17, 27, -0.7, -0.8, -3.4, 11, -27
> O=C(N/N=C/c1ccoc1)c1cc(O)cc(O)c1
  -6, -1.6, -3, 1, 1.1, -0.3, -3.5, 23, 14
> CC(C)Oc1ccc2c3c(c(=O)oc2c1)CCC3
  -6, -1.5, -6, -9, -1.6, -2.0, 8.6*, 1, -10
> O=C(Nc1ccccc1)c1ccc(-n2cnnn2)cc1
  -6, -3.3, 1, -4, 1.1, 1.2, -7.4, 22, -1
> COc1ccc(OC)c(NC(=O)C2C3CCC(C3=C(C)C)C2C(=O)O)c1 (stereo unspecified)
  -5, -1.0, -1, -3, -1.0, 0.5, 8.8*, 0, 1
> Cc1cccc(NC(=O)CSc2nncn2-c2ccccn2)c1
  -5, -2.7, -7, 1, 0.4, 1.0, -2.4, -26, 0
> CC(=O)/C(=C\Nc1ccc(OCc2ccccc2)cc1)c1ccccc1
  -1, 0.1, -1, 19, 0.2, -1.4, 3.7, 6, 11
> O=C(N/N=C/c1ccc(COc2ccc(Br)cc2)o1)c1ccc2c(c1)OCO2
  -11, -2.4, -1, -5, ., ., -3.0, ., 4
> O=C1CCN(CCc2ccccc2)CCN1CCSc1ccccc1
  -21, -3.3, -10, 11, 0.1, 1.8, -1.5, -19, 14
> Cc1cc(/C=C(/C#N)c2nc3ccccc3[nH]2)c(C)n1-c1ccccc1C(=O)O
  -37, -2.5, -5, -10, 0.8, 0.1, -1.5, 11, 16
> Cc1cc(=S)[nH]c(=S)[nH]1
  -6, -1.9, 2, 5, 0.8, -0.4, -1.1, -6, 17
> CC(C)(C)NC(=O)c1cccc2c1-c1ccccc1C2=O
  -10, 0.6, -9, 18, -1.9, -1.1, 1.4, 24, 29
> COC(=O)COc1ccc2c(c1)O/C(=C\c1ccco1)C2=O
  -13, -1.5, -8, -8, 0.2, 0.3, -1.7, 28, 33
> CC(C)C(=O)Nc1nnc(SCC(=O)N2C(C)CCCC2C)s1 (stereo unspecified)
  -23, -0.3, -8, -8, 2.5, 0.2, 3.2, 28, 15
> CC(=O)c1c(C)[nH]c(-c2ccccc2)nc1=S
  -9, -3.5, 2, -14, -0.5, 0.7, -3.9, -40, 5
> O=C1/C(=C/c2cccc(F)c2)CSc2sccc21
  -6, -1.2, 0, -13, -1.5, -2.1, -1.2, -5, 0
> Cc1cc(=O)oc2c3c(cc(OCC(=O)NCCCn4ccnc4)c12)OC(C)(C)CC3
  8, 0.5, -4, -2, -0.7, -0.6, 15*, -96, -19
> COC(=O)c1c(C)[nH]c(C(=O)/C=C/c2ccc(C)cc2)c1C
  -9, -1.4, -5, -11, 2.1, 3.6, -1.8, 28, 2
> CN1N=C(C(=O)NC2CCCc3c2cnn3-c2ccc(F)cc2F)CCC1=O (stereo unspecified)
  -26, 1.5, 1, -24, 2.7, 0.3, -0.1, 26, 2
> CC(C)n1c(N2CCN(CC(=O)Nc3ccc4c(c3)OCCO4)CC2)nc2ccccc21
  -23, -2.3, -5, -6, -1.3, -2.6, -1.8, 6, -8
> Cc1ccc(Nc2cc(C)nc3ccc(C)cc23)cc1
  11, 2.6, -11, 32, 0.1, -0.6, 10.0*, 30, -2
> O=C(c1cccc(S(=O)(=O)Nc2cccc(C(F)(F)F)c2)c1)N1CCCCC1
  -20, -1.7, -2, 3, 0.9, 0.1, -2.9, -2, -5
> Cc1ccc(NC(=O)/C(=C\c2cccs2)NC(=O)c2ccccc2)cc1
  -2, -1.5, 0, -11, 0.1, -1.2, -1.3, -4, -3
> Clc1ccc2[nH]cc(-c3nnnn3-c3ccc4ccccc4c3)c2c1
  5, -2.0, -11, 24, 1.8, 4.5, -0.3, 0, -6
> O=C(NCc1ccco1)c1cc2nc(-c3ccc4c(c3)OCO4)cc(C(F)(F)F)n2n1
  -14, -1.7, -1, -15, 0.8, -1.6, 4.0, 9, 19
> C=C(Br)Cn1c(CC)nc2ccccc21
  -1, -1.8, 0, -10, 0.1, -0.7, 1.6, 18, -8
> CCc1c(C)sc(NC(=S)Nc2nc(C)cc(C)n2)c1C(=O)OC
  -3, -2.2, -4, -18, 0.1, -0.9, -0.4, 27, -6
> CSCC[C@H](NC(=O)C1CCN(S(=O)(=O)c2ccccc2)CC1)C(=O)NC1CC1
  -9, -0.1, 3, 1, 0.8, 0.8, 0.2, 24, 6
> O=C(CCC1CCCCC1)N1CCN(Cc2ccc3c(c2)OCO3)CC1
  -19, -2.3, -1, 7, 0.8, -1.1, 0.9, 18, -8
> CSc1cccc(NC(=O)c2ccco2)c1
  1, -5.7, -4, -3, -1.3, -2.8, -1.7, 14, 1
> Cc1ccc(N2C(=O)c3ccc(C(=O)N4CCN(c5ccccc5F)CC4)cc3C2=O)cc1
  -4, -3.0, ., -11, 0.2, -1.0, -2.1, -6, -3
> CC(CN1CCCCC1)OC(=O)c1ccc(Cl)cc1 (stereo unspecified)
  2, 2.5, -1, -9, -0.3, -0.4, 1.4, 2, 7
> COCCNC(=O)c1ccc(NS(C)(=O)=O)cc1
  0, -1.8, -5, -1, -0.2, 0.5, -1.9, -25, 0
> CCc1nc(C)cn1S(=O)(=O)c1ccc([N+](=O)[O-])cc1
  2, -1.1, -2, -11, 0.3, 0.7, -2.6, 28, 9
> CSc1nc(-c2ccc(Cl)cc2)nn1S(=O)(=O)c1ccccc1
  1, -1.5, 3, -4, -0.1, -1.1, -2.5, -6, 3
> CCc1ccc(C2C3=C(CC(C)(C)CC3=O)OC3=C2C(=O)CC(C)(C)C3)cc1
  -3, -0.7, -5, -9, -0.2, -1.3, -3.5, -11, -3
> CCn1c(=S)[nH]c2ccccc21
  -1, -0.7, -6, 4, 0.3, -0.1, -0.8, 71*, 7
> COc1cc(-c2cc(OC)c3c(C)oc(C)c3c(=O)c2)ccc1O
  -9, -1.6, -2, 27, -1.1, -1.7, 0.4, 32, 3
> Cc1ccc(C)c(NC(=O)C(=O)NCCc2c[nH]c3ccccc23)c1
  -18, 1.0, -7, -3, 0.9, 0.6, 3.6, 6, 2
> Cc1c2cnn(CC(=O)NC3CCCC3)c(=O)c2c(C)n1Cc1ccccc1
  -25, -1.0, 2, 3, 2.1, 1.6, -1.8, 9, 0
> Cc1ccc[n+](/C(C(=S)NCc2ccco2)=C(/[O-])c2ccccc2Cl)c1
  0, 5.6*, -4, 17, -0.1, -0.8, -3.3, 97*, 4
> CCOC(=O)N1CCN(S(=O)(=O)c2ccc(C(=O)N(CCN(C)C)c3nc4ccc(Cl)cc4s3)cc2)CC1
  9, -2.2, -4, 4, 3.0, 3.2, -0.1, 22, -5

Not a hit list; 4.3% or so of the library scored in one or more.
